GSIS activator – primary screen for activators of insulin secretion dependent on glucose, INS-1E cells, GLuc reporter luminescence. activation, % at 16.6 µM. 0.61% of 370,000 active. INS-1E GLuc reporter insulin secretion, 2-3 h;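 active = lowest replicate activation of at least 40%, so every replicate reaches that level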;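 note: 0% = median of neutral control wells and 100% = median of IBMX positive control wells; some compounds called inactive have numbers as strong as hits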
F508del corr – CFTR F508del correction in bronchial cells; CFBE cells, YFP halide quenching; stimulated with forskolin plus potentiator P3; % fluorescence drop versus neutral controls; activity (quench increase), % at 7.58 µM; 0.36% of 350,000 active;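 active = mean added fluorescence quench of at least 8% versus neutral control, with both replicates also reaching 8%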;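 note: cells transiently co-express mutant CFTR-F508del with the halide-sensitive YFP; corrector assay measuring rescue of mutant channel to the surface after 24 h compound exposure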
miR122 inh – blocks miR-122 activity in Huh7 sensor cells. activation (reporter increase), % at 12.5 µM. 0.3% of 340,000 active. Huh7 miR-122 Renilla luciferase sensor, 48 h; neutral wells = 0, positive control = 100. AID 602342;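 active = mean replicate activation score at least 90 and every replicate individually at or above 90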;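 note: higher luciferase means less miR-122 activity so hits act as miR-122 inhibitors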
Cneo AK release – causes C. neoformans cell lysis. lysis activity, % at 15 µM. AID 651654. adenylate kinase release luminescence, 4 h; normalised: neutral wells 0, clomiphene wells 100. 0.2% of 360,000 active;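 active = mean lysis activity across replicates of at least 80%, whatever share of replicates individually reach that level; inactive = mean lysis activity below 80%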
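Assay system: Cryptococcus neoformans yeast cells / Dosing: single-point compound dose / Timing: 4 h at 37 °C static, read 1 h later / Measured by: luminescence of released adenylate kinase using an AK detection reagent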
Statin myotox sup – suppression of simvastatin myotoxicity; rescue of ATP level, % at 7.49 µM; C2C12 myotubes + simvastatin, ATP luminescence, 48 h; scaled: DMSO 0, geranylgeraniol control 100; 0.78% of 330,000 active;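 active = mean ATP rescue above about 67%, or every replicate alone reaching that limit, limit read from the data, passing the limit was not always enough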;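 note: myotubes were challenged with 10 µM simvastatin during compound exposure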
PglD DTNB – inhibitors of Campylobacter jejuni PglD acetyltransferase. purified PglD enzyme, DTNB colorimetric CoA detection. inhibition, % at 12.5 µM. 0.098% of 360,000 active; in the data active = inhibition above about 16%, passing the limit was not always enough; note: strong numbers were not always called active
PGC1a acetyl inh – modulators of PGC1a acetylation. U2OS PGC1a acetylation, AlphaScreen anti-acetyl-lysine; with virally co-expressed GCN5 acetyltransferase. inhibition, % at 15.6 µM. 0.17% of 350,000 active. AID 651687;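 active = every replicate shows inhibition of at least 40%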;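 note: 0% = neutral control wells and 100% = positive control wells; some results beyond the cut were filed as inactive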
FN deposit inh – fibronectin deposition inhibition. AH1F fibroblasts, Alexa488-fibronectin deposition fluorescence, overnight. inhibition, % at 12.6 µM. 0.086% of 350,000 active;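 active = mean inhibition across replicates of 30% or more, regardless of how many single replicates reach that level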;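 note: positive control wells lacked labelled fibronectin entirely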
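Schedule: 1 h cell adhesion before compound, then overnight fibronectin incubation; test system: AH1F fibroblast monolayer depositing Alexa488-labelled fibronectin into matrix; quantity: 10000 AH1F cells per well; probe or stimulus: fluorescent fibronectin at 24 nM final; signal: fluorescence, ex 485 nm, em 525 nm; evaluation: percent inhibition as loss of matrix-bound fibronectin fluorescence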
An asterisk follows results filed as active; . = no result given; & = joins results of further samples; [ ] = remark or other dose.

item	Compound	GSIS activator	F508del corr	miR122 inh	Cneo AK release	Statin myotox sup	PglD DTNB	PGC1a acetyl inh	FN deposit inh
1	Clc1cccc(C[n+]2cc(-c3ccccc3)n3c2CCC3)c1	-2	.	2	0	-117	7	-1	6
2	COc1ccc(C)cc1NC(=O)CN1CCCN(S(=O)(=O)c2ccc(Br)cc2)CC1	-11	2.2	2	1	10	4	.	11
3	C=CCNC(=O)C1CCN(c2cnccn2)CC1	-5	-1.6	2	.	.	.	9	-2
4	Fc1cccc(Cc2noc(CN3CCSCC3)n2)c1	13	-1.7	.	.	.	.	2	2
5	O=C(CCn1c(=O)c2ccccc2n(CC(=O)NC2CCCC2)c1=O)NCCc1ccc(Cl)cc1	.	.	-5	1	.	-1	0	0
6	CC(=O)Nc1c2c(nn1-c1ccccc1)CSC2	7	-0.6	5	1	-8	-3	6	7
7	Cc1cc(S(=O)(=O)N2CCN(c3ccccc3F)CC2)ccc1-n1cnnn1	-15	-3.9	4	0	1	-1	.	-1
8	CCCNC(=O)Nc1ccc2c(c1)C(=O)N(C)C[C@@H](OC)[C@@H](C)CN(Cc1ccccc1)[C@@H](C)CO2	-3	0.5	9[16.7 µM]	.	-2	.	17	2
9	CNC[C@@H]1Oc2ccc(NC(=O)NC3CCCCC3)cc2C(=O)N([C@H](C)CO)C[C@H]1C	26	2.8	3[16.7 µM]	0	-10	2	6	-5
10	CC1CN(S(=O)(=O)c2ccc(C(=O)Nc3ccccc3F)cc2)CC(C)O1 (stereo not drawn)	2	9.1*	-5	0	4	-1	8	-7
11	COc1ccc(NC(=O)Nc2ccc3c(c2)CC(=O)N([C@H](C)CO)C[C@@H](C)[C@@H](CN(C)C(=O)Nc2ccc(F)cc2)O3)cc1	-2	-1.9	5[16.7 µM]	-2	-10	10	7	.
12	Cc1ccc(NC2CCCN(C(=O)c3cnc4ccccn4c3=O)C2)cc1C (stereo not drawn)	29	1.4	-1	1	-1	4	-10	-3
13	Cc1cccc(NC(=S)N2CCN(S(=O)(=O)c3ccc(F)cc3)CC2)c1	-23	-0.9	.	9	14	1	.	.
14	COCCN(C(=O)CSc1nc2ccccc2o1)c1c(N)n(Cc2ccccc2)c(=O)[nH]c1=O	-9	1.6	-9	-3	1	4	5	-2
15	CC(=O)c1c(O)cc(=O)n(-c2ccccc2)c1-c1cccc2ccccc12	.	.	0	2	6	-3	2	.
16	Cc1ccccc1NC(=S)N1CCOCC1	8	-0.7	-4	-1	5	3	.	-8
17	Cc1nc2ccccc2c(=O)n1NC(=O)/C=C/c1ccc(Br)cc1	-17	1.8	4	.	-7	.	-5	-18
18	CC(=O)Nc1ccc2c(c1)C(=O)N(C)[C@@H]1CC[C@H](CC(=O)N3CCc4ccccc4C3)O[C@H]1CO2	-5	-3.7	25[16.7 µM]	1	-12	1	4	-4
19	COc1ccc(CN2CCc3c([nH]c4ccccc34)C2)c(OC)c1C	-2	6.9	-42	3	-4	3	-3	-2
20	COc1ccc(NC(=O)c2cc(-c3cc(F)ccc3OC)n[nH]2)c(OC)c1	20	1.9	-10	2	-7	-5	-24	-6
21	COCCn1c(SCC(=O)NC2CCCCC2)nnc1-c1ccco1	6	0.8	0	-3	6	-1	2	2
22	C[C@@H]1CN([C@@H](C)CO)C(=O)c2cc(NS(=O)(=O)c3ccccc3)ccc2O[C@@H](C)CCCCO[C@H]1CN(C)C(=O)CCC(F)(F)F	-8	-3.0	-10[16.7 µM]	-1	.	0	-5	.
23	CC1CC(=O)N(c2ccc(NCCc3ccc(O)cc3)c([N+](=O)[O-])c2)C1=O (stereo not drawn)	-32	-2.4	-9	-3	1	-3	-2	-5
24	COc1ccc(Cl)cc1NC(=O)CN(C)C(=O)c1ccc2c(c1)CC(c1ccccc1)OC2=O (stereo not drawn)	-18	1.3	2	-3	-3	-4	-1	10
25	Nc1c(Cl)c(Cl)nc(C(=O)N/N=C/c2ccco2)c1Cl	3	3.6	4	-5	0	-2	8	4
26	Cc1c(Cl)cccc1NS(=O)(=O)c1ccccc1	.	0.8	24	-2	-4	1	-20	2
27	CC(C)n1c(=O)c2ccccc2n1Cc1cn(C2CCCC2)nn1	30	1.5	1	0	1	-2	-2	3
28	CC1CCN(S(=O)(=O)N2CCC(C(=O)NCc3ccc(F)cc3Cl)CC2)CC1	1	0.5	-19	0	-2	1	.	-8
29	O=[N+]([O-])c1ccc(NS(=O)(=O)c2cccc3cccnc23)cc1	6	-0.1	72	5	0	1	6	13
30	CC(=NC1CCCCC1)C1=C(O)c2ccccc2C1=O	.	.	-5	-15	24	3	12	6
31	CC(=O)Nc1ccc(S(=O)(=O)Nc2nc3ccccc3nc2Sc2nncn2C)cc1	.	.	-6	-4	-2	0	3	-5
32	CC(=O)N1c2ccc(S(=O)(=O)N3CCCC(C(=O)Nc4ccc(C)cc4C)C3)cc2CC1C (stereo not drawn)	-4	2.2	-3	1	11	1	1	-5
33	CCc1nn(CCCC(=O)N(C)Cc2ccccc2)c(=O)c2cc3occc3n12	-12	1.5	.	9	13	-2	-3	25
34	CC(C)NC(=O)c1cc(C2CCCCN2C(=O)CCCc2ccccc2)on1 (stereo not drawn)	-1	1.9	-3	1	-1	-4	-4	4
35	C=C(C)CSc1nc2nc(C)cc(C)n2n1	.	.	-5	1	-16	2	-11	-2
36	Cc1ccc(C(=O)N2CCSC2=S)cc1	-8	5.1	2	-2	-18	-11	-5	6
37	Cc1cc(C(=O)NNC(=O)c2ccc(Cl)cc2)no1	-6	-1.9	-4	11	.	-1	3	-6
38	Cc1ccccc1NC(=O)CN1C(=O)CSc2ccc(S(=O)(=O)N3CCCCC3)cc21	-21	0.8	-2	2	-6	-2	-10	0
39	Cc1ccc(C)c(NC(=O)COc2coc(CN3CCc4ccccc4C3)cc2=O)c1	-7	-0.7	-5	-1	-27	1	3	-5
40	COc1ccc(C)cc1N(CC(=O)N1CCCCCC1)S(=O)(=O)c1ccc(C)cc1	-32	1.7	58	7	0	-4	.	5
41	CCCc1cn(CC[C@@H]2CC[C@H](NC(=O)Cc3cccnc3)[C@@H](CO)O2)nn1	1	-1.8	.	0	-9	0	-5	0
42	O=C(C[C@H]1C=C[C@@H](NC(=O)Nc2ccccc2F)[C@@H](CO)O1)NCc1ccc(F)cc1	-9	-2.6	.	58	7	7	17	.
43	COc1ccc(S(=O)(=O)Nc2ccc3c(c2)C(=O)N([C@H](C)CO)C[C@H](C)[C@H](CN(C)C(=O)Nc2ccc(F)cc2)OCCCC[C@@H](C)O3)cc1	3&-7	0.2&-1.5	24[16.7 µM]	-1	15	0	10	6
44	COC(=O)C1=C(C(=O)OC)[C@@H]2N(C)c3ccccc3[C@@]23C[C@@H](CO)N(C(=O)C2CCC2)C3=N1	2	-3.0	-1	-1	.	1	11	-2
45	C[C@@H]1CN([C@H](C)CO)C(=O)Cc2cc(NC(=O)CCN3CCOCC3)ccc2O[C@@H]1CN(C)S(=O)(=O)c1ccc(F)cc1	-4	0.2	-4[16.7 µM]	0	-5	4	-13	.
46	Cc1ccc(C)c(S(=O)(=O)NC(C)C(=O)Nc2ccc(-c3nc4ccccc4s3)cc2)c1 (stereo not drawn)	.	.	8	0	2	-1	-1	.
47	CN1[C@@H]2c3ccc(-c4ccc(F)cc4)c(=O)n3C[C@H]1[C@H](CO)[C@H]2C(=O)N1CCCCC1	13	.	.	3	13	-3	.	.
48	C[C@@H]1CN([C@H](C)CO)C(=O)c2cc(NS(=O)(=O)c3ccc(Cl)cc3)ccc2O[C@H]1CN(C)Cc1ccc2c(c1)OCO2	-21	4.3	-2[16.7 µM]	1	12	1	-3	-1
49	C/C(=N/NC(=O)CSc1nc2ccccc2n1C)c1ccncc1	-5	2.4	4	.	.	.	4	-7
50	O=C(NCCOc1ccccc1F)C1CCC(=O)N(CCc2cccc(F)c2)C1 (stereo not drawn)	-3	1.1	-5	-2	3	1	-4	0

(more compounds)
item	Compound	GSIS activator	F508del corr	miR122 inh	Cneo AK release	Statin myotox sup	PglD DTNB	PGC1a acetyl inh	FN deposit inh
51	C[C@@H]1CCCCO[C@@H](CN(C)C(=O)CCCN(C)C)[C@H](C)CN([C@@H](C)CO)C(=O)c2cc(NC(=O)CCC(F)(F)F)ccc2O1	21	0.9	3[16.7 µM]	-1	-2	-2	9	.
52	CCc1cc(CNC(=O)CC2C(=O)NCCN2Cc2c(F)cccc2Cl)on1 (stereo not drawn)	2	-0.4	1	1	-4	2	-8	.
53	CCC(COC)NC(=O)CCc1nnc(Cc2cccc(C(F)(F)F)c2)o1 (stereo not drawn)	10	-5.4	-19	2	8	1	7	2
54	CN(Cc1cc(Cl)cc(Cl)c1)CC(C(=O)c1ccccc1)c1ccccc1 (stereo not drawn)	10	-0.3	-2	.	8	.	17	0
55	C/C=C/c1ccccc1[C@H]1[C@@H](C#N)N(C(C)=O)[C@@H]1CO	7	-0.5	.	.	.	.	11	1
56	CCCCn1c(N)c(N(CC(C)C)C(=O)Cn2c(=O)oc3ccccc32)c(=O)[nH]c1=O	6	-0.4	-3	2	-1	-2	0	-1
57	O=C(C1=C(O)C(=O)N(CC2CCCO2)C1c1cccc(Cl)c1)c1ccco1 (stereo not drawn)	28	-0.4	5	-1	6	0	.	9
58	CC(C)(C)C(=O)N1CCN(c2nc3ccccc3o2)CC1	6	-0.4	-10	0	0	1	5	.
59	CC(C)c1nc(SCC(=O)NC2CCCC2)c2c(=O)n(C)c(=O)n(C)c2n1	2	2.2	-7	-11	-10	-1	5	3

Three of the compounds above, with each value named:
[58] CC(C)(C)C(=O)N1CCN(c2nc3ccccc3o2)CC1
  GSIS activator: 6
  F508del corr: -0.4
  miR122 inh: -10
  Cneo AK release: 0
  Statin myotox sup: 0
  PglD DTNB: 1
  PGC1a acetyl inh: 5
  FN deposit inh: .
[55] C/C=C/c1ccccc1[C@H]1[C@@H](C#N)N(C(C)=O)[C@@H]1CO
  GSIS activator: 7
  F508del corr: -0.5
  miR122 inh: .
  Cneo AK release: .
  Statin myotox sup: .
  PglD DTNB: .
  PGC1a acetyl inh: 11
  FN deposit inh: 1
[59] CC(C)c1nc(SCC(=O)NC2CCCC2)c2c(=O)n(C)c(=O)n(C)c2n1
  GSIS activator: 2
  F508del corr: 2.2
  miR122 inh: -7
  Cneo AK release: -11
  Statin myotox sup: -10
  PglD DTNB: -1
  PGC1a acetyl inh: 5
  FN deposit inh: 3
